eIF4E 4G PPI = eIF4E/eIF4G interaction inhibition in translation initiation | P63073+Q04637 | inhibition, % at 21.7 µM | AID 782 | TR-FRET eIF4E-eIF4GI(517-606) binding, 2 h | 220,000 tested, 0.37% active;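 active means inhibition above about 30%, limit read from the data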;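 further: 0% = full FRET control wells and 100% = background wells lacking eIF4GI fragment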
EBV gp42 block = blocks Epstein-Barr virus glycoprotein 42 binding; 220,000 tested, 0.42% active; inhibition, % (tested at 21.74 µM); Q1HVG2; Fluorescence polarization binding assay, mP read-out; in the data active means inhibition above about 50%
Target sequence (Q1HVG2 whole entry, looked up): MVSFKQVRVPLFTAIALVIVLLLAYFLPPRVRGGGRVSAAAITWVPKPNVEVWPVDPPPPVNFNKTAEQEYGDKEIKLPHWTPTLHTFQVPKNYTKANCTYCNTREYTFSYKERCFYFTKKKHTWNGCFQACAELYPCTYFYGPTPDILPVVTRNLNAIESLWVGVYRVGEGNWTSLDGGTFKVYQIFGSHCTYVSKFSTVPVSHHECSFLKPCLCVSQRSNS
m-calpain inh = calpain II (pig) inhibition | purified calpain II, fluorogenic peptide substrate, 30 min | inhibition, % at 16 µM | 220,000 tested, 0.37% active | AID 1236;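 active means inhibition above about 50%, limit read from the data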
zVAD death inh = L929 zVAD cell death inhibition; viability rescue, % at 10 µM; L929 zVAD necroptosis rescue, ATP luminescence, 24 h; with zVAD 60 µM; 220,000 tested, 0.38% active; AID 1377;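 active means activation, scaled between plate controls, above about 75%, limit read from the data; inactive means activation under that limit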;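 further: 0% = zVAD with DMSO and 100% = DMSO alone without zVAD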
Rad51 HR inh = blocks human Rad51 in homologous recombination. Q06609. hRad51 DNA strand exchange, fluorescence dequenching. inhibition, % at 10 µM. 200,000 tested, 0.085% active;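 active means inhibition above 40% at the single screening dose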;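 further: 0% = DMSO control wells and 100% = blanks with heterologous ssDNA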
Target sequence (Q06609 whole entry, looked up): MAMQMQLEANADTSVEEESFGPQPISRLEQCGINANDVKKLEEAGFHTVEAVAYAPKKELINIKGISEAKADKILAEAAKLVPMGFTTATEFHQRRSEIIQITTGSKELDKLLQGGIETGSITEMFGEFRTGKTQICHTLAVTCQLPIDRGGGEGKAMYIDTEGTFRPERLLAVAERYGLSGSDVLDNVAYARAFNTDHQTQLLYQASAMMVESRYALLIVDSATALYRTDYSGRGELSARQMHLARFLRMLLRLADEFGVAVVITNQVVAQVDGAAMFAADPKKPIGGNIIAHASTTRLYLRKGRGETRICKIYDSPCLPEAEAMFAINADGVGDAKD
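Material: hRad51 filaments on single-stranded DNA; Reagent: Donor/quencher-labelled 47-bp dsDNA substrate; Compound: 10 µM final, single point; Schedule: 37 °C 15-min filament assembly, 30-min compound preincubation, 15-min exchange; Technique: FRET fluorescence, excitation 485 nm, emission 520 nm; Benchmarks: control wells and blank wells on each plate.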
TNF necrop inh = blocks TNF-alpha induced death of Jurkat FADD-/- cells; Jurkat FADD-/- TNF necroptosis rescue, ATP luminescence, 24 h; 0 = TNF only, 100 = no-TNF cells; 220,000 tested, 0.068% active; activation (protection from cell death), % at 10 µM; AID 463075;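 active means activation, meaning protection from cell death, of at least 50% relative to plate controls; inactive means activation below 50%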;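 further: necroptosis triggered by 40 ng/mL TNF-alpha added together with compound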
Mdm2 ligase inh = Mdm2 E3 ligase (human) inhibition. cell-based MDM2 ubiquitination luciferase reporter, 2 h; 0 = plate control, 100 = twice control, blank-subtracted. Q00987. signal enhancement, % at 5 µM. 210,000 tested, 0.11% active. AID 1230;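 active means signal enhancement of 30% or more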;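 further: luminescence tracks abundance of the self-degrading MDM2-luciferase fusion protein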
Target sequence (Q00987 whole entry, looked up, the tested form may be a part): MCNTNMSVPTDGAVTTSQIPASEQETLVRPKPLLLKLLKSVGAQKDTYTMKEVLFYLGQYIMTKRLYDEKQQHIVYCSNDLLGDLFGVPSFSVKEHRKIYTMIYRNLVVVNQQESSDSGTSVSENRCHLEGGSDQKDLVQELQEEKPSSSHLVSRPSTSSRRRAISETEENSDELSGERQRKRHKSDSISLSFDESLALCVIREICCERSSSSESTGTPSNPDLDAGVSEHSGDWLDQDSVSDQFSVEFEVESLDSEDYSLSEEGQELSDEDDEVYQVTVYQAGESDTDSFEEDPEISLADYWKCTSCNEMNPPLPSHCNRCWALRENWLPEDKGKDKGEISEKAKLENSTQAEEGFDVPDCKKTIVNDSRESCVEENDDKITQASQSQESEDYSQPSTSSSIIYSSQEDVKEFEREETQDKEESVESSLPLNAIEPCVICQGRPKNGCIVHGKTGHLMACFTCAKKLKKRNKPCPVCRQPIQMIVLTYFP
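Assay system: stable mammalian line carrying autodegrading MDM2–luciferase fusion reporter; Input: 2000 cells in each well; Compound dosing: single-point 5 µM; Schedule: 2 h compound exposure at 37 °C; Signal: SteadyLite luciferase luminescence after 15 min room-temperature reagent incubation; Evaluation: % luminescence enhancement versus blank-corrected plate control mean; Benchmarks: plate controls and plate blanks.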
Cl transport mod = KCC2 (human) Cl- transport modulation; AID 1456; KCC2 cells, thallium flux FluoZin-2 fluorescence; B-score of Tl+ flux slope (higher = more flux/activation; lower = inhibition) at 10 µM; 190,000 tested, 2.2% active;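 active means thallium flux slope and its plate-corrected score both differing from the plate sample mean at a set confidence after two filtering rounds, in either direction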;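 further: slope of fluorescence scaled to starting intensity during 10 to 20 s after thallium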
PERK inh = blocks human PERK kinase | Q9NZJ5 | CHO PERK-DD fusion, SEAP luminescence translation reporter | inhibition, % at 5.6 µM | 220,000 tested, 0.17% active | AID 1416;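 active means inhibition above the mean inhibition of all tested compounds plus 3 SD, set separately per screening campaign, cut at about 2.9% in these data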;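 further: PERK kinase domain activated by AP20187 dimerizer at 100 nM; 0% = DMSO with dimerizer and 100% = rapamycin at 8.4 µM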
* marks the source's active call; other numbers are inactive results; [ ] = remark or other dose.

CC(C)N(Cc1nc(-c2ccc(Cl)cc2)no1)C(=O)C12CC3CC(CC(C3)C1)C2 was read as eIF4E 4G PPI -2.4, EBV gp42 block -12.5, m-calpain inh 22.1, zVAD death inh -0.1, TNF necrop inh -1.7, Mdm2 ligase inh 12.4, Cl transport mod -0.0702 and PERK inh 0.8.
CN(CCO)S(=O)(=O)c1ccc2c(c1)C(=NNC(N)=O)c1cc(S(=O)(=O)N(C)CCO)ccc1-2 was read as eIF4E 4G PPI -3.0, EBV gp42 block -11.4, m-calpain inh -3.3, zVAD death inh -0.2, Rad51 HR inh 18.6, TNF necrop inh 3.7, Mdm2 ligase inh -6.3 and PERK inh -1.1.
For COc1ccccc1NNC(=O)C(O)(c1ccccc1)c1ccccc1 the results were eIF4E 4G PPI 3.0, EBV gp42 block 1.1, m-calpain inh -23.9, zVAD death inh 0.0, TNF necrop inh 0.1, Mdm2 ligase inh -0.1, Cl transport mod 0.501 and PERK inh 0.5.
CCOCC(=O)Nc1cc(C(F)(F)F)ccc1Oc1cccc(Br)c1 was read as eIF4E 4G PPI 6.0, EBV gp42 block 1.8, m-calpain inh 39.0, zVAD death inh 0.8, Rad51 HR inh -0.5, TNF necrop inh 1.6, Mdm2 ligase inh -14.4, Cl transport mod 1.72 and PERK inh 0.2.
Screening O=C(CN1CCC(O)(c2cccc(F)c2)CC1)NCCc1c[nH]c2ccccc12 returned eIF4E 4G PPI 1.7, EBV gp42 block -9.6, m-calpain inh -24.5, zVAD death inh -0.6, Rad51 HR inh 8.1, TNF necrop inh -0.5, Cl transport mod 0.45 and PERK inh 1.1.
For COc1cccc(CN2CCCCC2C(=O)O)c1 (stereo unspecified) the results were eIF4E 4G PPI 0.3, EBV gp42 block -12.4, m-calpain inh 24.7, zVAD death inh 0.7, Rad51 HR inh 1.1, TNF necrop inh 0.2, Mdm2 ligase inh -3.1, Cl transport mod 1.03 and PERK inh 0.3.
For Cc1ccc(N2CC(C(=O)Nc3nnc(SCC(=O)Nc4cc(C)on4)s3)CC2=O)cc1 (stereo unspecified) the results were eIF4E 4G PPI -4.5, EBV gp42 block -35.7, m-calpain inh 28.2, zVAD death inh 0.4, Rad51 HR inh -6.2, TNF necrop inh 0.8, Mdm2 ligase inh 1.1, Cl transport mod 0.0668 and PERK inh -0.1.
For O=C(O)c1cc2nc(C3CC3)cc(C(F)(F)F)n2n1 the results were eIF4E 4G PPI 1.6, EBV gp42 block 1.4, m-calpain inh 6.5, zVAD death inh -0.5, Rad51 HR inh 1.0, TNF necrop inh 0.6, Mdm2 ligase inh -14.0, Cl transport mod -0.0257 and PERK inh 1.1.
COc1ccc(CNC(=O)CN(C)S(=O)(=O)c2ccc(Cl)cc2)cc1 was read as eIF4E 4G PPI -1.0, EBV gp42 block -4.9, m-calpain inh 16.3, zVAD death inh 1.3, Rad51 HR inh 0.0, TNF necrop inh 0.8, Mdm2 ligase inh -5.2, Cl transport mod -0.802 and PERK inh 0.4.
O=[N+]([O-])c1ccccc1C1Nc2cccc3cccc(c23)N1 was read as eIF4E 4G PPI 3.2[fluorescence artefact?], EBV gp42 block -15.2, m-calpain inh -10.2, zVAD death inh 0.6, Rad51 HR inh -2.5, TNF necrop inh -12.7, Mdm2 ligase inh 13.8 and PERK inh 0.6.
CC(CN1CCOCC1)OC(=O)/C=C/c1ccccc1 (stereo unspecified) was read as eIF4E 4G PPI 2.3, EBV gp42 block 4.9, m-calpain inh 8.9, zVAD death inh 0.2, Rad51 HR inh -31.6, TNF necrop inh 0.4, Mdm2 ligase inh -7.7, Cl transport mod 0.852 and PERK inh 0.6.
For O=C(c1ccco1)N1N=C(c2ccc(Br)cc2)CC1(O)C(F)(F)F (stereo unspecified) the results were eIF4E 4G PPI 2.2, EBV gp42 block 2.6, m-calpain inh 32.4, zVAD death inh -0.1, Rad51 HR inh -6.0, TNF necrop inh -0.4, Mdm2 ligase inh 1.4, Cl transport mod 0.394 and PERK inh 0.3.
Screening NC1=NC2(CCCCC2)N(c2ccc(F)cc2)C(N)=N1 returned eIF4E 4G PPI 1.8, EBV gp42 block -13.4, m-calpain inh -18.1, zVAD death inh -0.6, Rad51 HR inh -1.8, TNF necrop inh 0.4, Mdm2 ligase inh 7.6, Cl transport mod -1.48 and PERK inh 1.8.
Cc1nnc(NC(=O)CCSc2ccccc2)s1 was read as eIF4E 4G PPI -14.3[fluorescence artefact?], EBV gp42 block -16.5, m-calpain inh -17.9, zVAD death inh -0.6, Rad51 HR inh -4.5, TNF necrop inh 0.5, Mdm2 ligase inh -6.2, Cl transport mod 0.0237 and PERK inh 1.0.
CC1CCN(c2c(NCC3CCC(C(=O)NCCCc4ccccc4)CC3)c(=O)c2=O)CC1 (stereo unspecified) was read as eIF4E 4G PPI -1.3, EBV gp42 block -18.9, m-calpain inh 9.2, zVAD death inh -1.4, TNF necrop inh 0.5, Cl transport mod -0.775 and PERK inh 1.0.
O=C(Nc1ccc(N=Nc2ccccc2)cc1)c1ccccc1Cl was read as eIF4E 4G PPI 1.3, EBV gp42 block -13.7, m-calpain inh 8.4, zVAD death inh 0.3, Rad51 HR inh -3.0, TNF necrop inh 3.3, Mdm2 ligase inh -13.8, Cl transport mod -0.614 and PERK inh 0.6.
For C=CCN(CC=C)C(=O)C(=O)c1cc(C)n(-c2ccc([N+](=O)[O-])cc2)c1C the results were eIF4E 4G PPI 0.8, EBV gp42 block -12.0, m-calpain inh 2.9, zVAD death inh -0.3, TNF necrop inh -5.6, Mdm2 ligase inh -13.8 and PERK inh 0.1.
`COc1ccc2c(C(=O)CCl)c[nH]c2c1` gave eIF4E 4G PPI -4.6, EBV gp42 block 4.7, m-calpain inh -0.8, zVAD death inh 2.1, Rad51 HR inh -15.6, TNF necrop inh -21.1, Cl transport mod -0.715 and PERK inh 0.6.
COc1ccc(Cn2nnnc2C(c2cccs2)N2CCOCC2)cc1 (stereo unspecified) was read as eIF4E 4G PPI 0.5, EBV gp42 block 7.6, m-calpain inh -4.6, zVAD death inh 0.6, Rad51 HR inh -2.5, TNF necrop inh -1.1, Mdm2 ligase inh -9.3, Cl transport mod 0.637 and PERK inh 1.6.
Screening CCN(CC)S(=O)(=O)c1cc(NC(=O)C(C)N2CCN(c3ccccn3)CC2)ccc1C (stereo unspecified) returned eIF4E 4G PPI 0.7, EBV gp42 block -3.1, m-calpain inh -9.0, zVAD death inh 2.3, Rad51 HR inh 6.0, TNF necrop inh 2.3, Mdm2 ligase inh 5.0, Cl transport mod -0.00891 and PERK inh -0.4.

Reprinted from the results shown (two entries):
CC(C)N(Cc1nc(-c2ccc(Cl)cc2)no1)C(=O)C12CC3CC(CC(C3)C1)C2 was read as eIF4E 4G PPI -2.4, EBV gp42 block -12.5, m-calpain inh 22.1, zVAD death inh -0.1, TNF necrop inh -1.7, Mdm2 ligase inh 12.4, Cl transport mod -0.0702 and PERK inh 0.8.
CN(CCO)S(=O)(=O)c1ccc2c(c1)C(=NNC(N)=O)c1cc(S(=O)(=O)N(C)CCO)ccc1-2 was read as eIF4E 4G PPI -3.0, EBV gp42 block -11.4, m-calpain inh -3.3, zVAD death inh -0.2, Rad51 HR inh 18.6, TNF necrop inh 3.7, Mdm2 ligase inh -6.3 and PERK inh -1.1.

Further results:
N#C/C(=C\c1cccnc1)C(=O)Nc1ccccc1 was read as eIF4E 4G PPI 4.5[fluorescence artefact?], EBV gp42 block -5.8, m-calpain inh -4.7, zVAD death inh 0.5, TNF necrop inh -0.2, Cl transport mod -0.889 and PERK inh 0.2.
Screening Cc1ccc2[nH]c3c(c2c1)CN(C(=O)CN1CCN(c2ccccc2)CC1)CC3 returned eIF4E 4G PPI -5.7, EBV gp42 block -2.7, m-calpain inh -38.5, zVAD death inh 1.1, Rad51 HR inh -2.4, TNF necrop inh -1.9, Mdm2 ligase inh -14.8, Cl transport mod 0.621 and PERK inh -0.3.
`O=[N+]([O-])c1cc(S(=O)(=O)/N=C(/c2ccccc2)N2CCOCC2)ccc1Cl` gave eIF4E 4G PPI -0.7, EBV gp42 block -25.8, m-calpain inh -36.1, zVAD death inh 0.3, Rad51 HR inh -8.2, TNF necrop inh -2.4, Mdm2 ligase inh 1.3, Cl transport mod 0.344 and PERK inh 0.3.
Nc1ccc(S(=O)(=O)NC(=O)c2ccccc2)cc1 was read as eIF4E 4G PPI -0.6, EBV gp42 block -3.9, m-calpain inh 18.5, zVAD death inh 0.1, Rad51 HR inh 4.9, TNF necrop inh -0.6, Cl transport mod -0.517 and PERK inh 0.1.
`CC1CCN(c2nnc(N3CCC(C)CC3)c3ccccc23)CC1` gave eIF4E 4G PPI -0.8, EBV gp42 block -3.8, m-calpain inh 21.2, zVAD death inh -1.3, TNF necrop inh 48.5, Mdm2 ligase inh -11.2, Cl transport mod 0.00211 and PERK inh 0.6.
Cc1cc(C)n2nc(-c3cnn(C)c3C(F)(F)F)c(Cl)c2n1 was read as eIF4E 4G PPI -1.7, EBV gp42 block -23.5, m-calpain inh -20.6, zVAD death inh 0.0, Rad51 HR inh 4.3, TNF necrop inh -5.7, Mdm2 ligase inh -9.5 and PERK inh 1.1.
Screening COCCn1nnnc1C(C(C)C)N1CCSCC1 (stereo unspecified) returned eIF4E 4G PPI -3.0, EBV gp42 block 1.6, m-calpain inh 19.0, zVAD death inh 6.8, Rad51 HR inh 1.3, TNF necrop inh 0.3, Mdm2 ligase inh -3.0, Cl transport mod -0.0899 and PERK inh 0.6.
Cn1c(=O)[nH]c(=O)c2c1nc(CN1CCOCC1)n2CCc1ccccc1 was read as eIF4E 4G PPI -1.4, EBV gp42 block -1.0, m-calpain inh -19.2, zVAD death inh 0.2, Rad51 HR inh -0.8, TNF necrop inh -0.9, Mdm2 ligase inh -5.2, Cl transport mod 1.04 and PERK inh 0.3.
`O=C(CN1CCOCC1)Nc1cccc(Br)c1` gave eIF4E 4G PPI 3.6[fluorescence artefact?], EBV gp42 block 2.3, m-calpain inh -42.0, zVAD death inh -0.6, Rad51 HR inh 9.1, TNF necrop inh 0.2, Mdm2 ligase inh -13.1, Cl transport mod 0.7 and PERK inh -0.4.
For O=C(O)c1ccc(-c2ccc(/C=C3\NC(=O)N(Cc4ccc(Cl)cc4)C3=O)o2)cc1 the results were eIF4E 4G PPI 33.3*, EBV gp42 block 7.0, m-calpain inh 17.8, zVAD death inh -0.4, Rad51 HR inh 9.3, TNF necrop inh 1.0, Mdm2 ligase inh -12.4, Cl transport mod -1.27 and PERK inh 0.8.
CCCCOC(=O)C1CN(c2ccccc2)N=C1C(C)=O (stereo unspecified) was read as eIF4E 4G PPI 1.3, EBV gp42 block -3.7, m-calpain inh -26.2, zVAD death inh 1.4, Rad51 HR inh 7.7, TNF necrop inh 0.3, Mdm2 ligase inh 0.7, Cl transport mod -0.0241 and PERK inh 0.1.
O=C1Nc2ccc([N+](=O)[O-])cc2OC1CCN1CCN(c2ccccc2)CC1 (stereo unspecified) was read as eIF4E 4G PPI 0.3, EBV gp42 block -3.3, m-calpain inh 13.2, zVAD death inh -0.4, TNF necrop inh -0.2, Mdm2 ligase inh 0.5, Cl transport mod -0.995 and PERK inh 1.7.
For CC1=CC(C)(C)N2C(=O)C3(NCCc4c3[nH]c3ccccc43)c3cc(C)cc1c32 (stereo unspecified) the results were eIF4E 4G PPI -6.0, EBV gp42 block -4.1, m-calpain inh -7.1, zVAD death inh 0.1, Rad51 HR inh 1.1, TNF necrop inh -1.8, Cl transport mod -0.00396 and PERK inh 0.6.

Screens deposited in PubChem BioAssay by several laboratories.
